From PubChem
Rat MKP-3 inhibitors – MKP-3 phosphatase inhibitors, primary screen, biochemical, rat enzyme, in vitro (AID 425); recombinant MKP-3 phosphatase activity, fluorescence; higher % means a stronger effect; inhibition, % at 20 µM; hits with a dose series show IC50 in µM; 0.17% of 110,000 active; in the data active means inhibition above about 50%;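 further: plate controls were vehicle for no effect and reference inhibitor for full effect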
Hsp70 displacement – small molecules displacing fluorescent ligand from Hsp70 – biochemical, fluorescence polarization, primary screen (AID 583) | Hsp70 fluorescence polarization probe displacement, mP; higher % means a stronger effect | displacement, % at 20 µM; hits with a dose series show IC50 in µM | 0.06% of 140,000 active; in the data active means displacement above about 50%;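 further: plate controls were vehicle for no effect and reference ligand for full effect; a part of the inactive calls stands beside numbers as strong as those of hits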
Active calls of the source: *; / = no result given; & = joins results of further samples. Only part of the results is shown; rates above refer to the full screens.

Rat MKP-3 inhibitors | Hsp70 displacement | SMILES
/ | 1.1% | CCCCNC(=O)CC(C(=O)N1CCc2ccccc21)n1ccnc1 (stereo not given)
1% | 2.9% | CCC1=NN2C(=N)/C(=C/c3ccc(OCc4ccccc4Cl)c(OC)c3)C(=O)N=C2S1
11% | 5.0% | Oc1ccc(Nc2nc(-c3ccccn3)cs2)cc1
/ | 1.5% | COC(=O)c1c(C)[nH]c(C)c1-c1ccc(C)cc1
0% | -3.2% | CCOC(=O)c1c(NC(=O)c2ccc(Cl)cc2Cl)sc(C)c1C
-10% | 2.7% | O=C(CSc1ncn(-c2ccccc2)n1)N1CCN(c2ccccc2)CC1
-15%&0% | -3.9%&-5.0% | CC(C)CC(/C(O)=C(\C#N)c1nc2ccccc2[nH]1)N1C(=O)c2ccccc2C1=O (stereo not given)
/ | -20% | Cc1ccc(-c2cc3nc(-c4ccccc4)cc(N4CCC5(CC4)OCCO5)n3n2)cc1
-8% | -3.6% | COCCNC(=O)CN1CCC(NC(=O)Nc2ccccc2)CC1
-4% | -3.9% | CN(C)c1ccc(S(=O)(=O)c2ccc(Cl)cc2)cc1
-7% | -0.5% | COc1ccc(C(=O)Nc2oc(-c3ccccc3)c(-c3ccccc3)c2C#N)cc1OC
3% | 0.4% | COC(=O)C(=O)/C=C(/O)c1ccc(C)cc1
6% | 3.9% | Cc1c(CNC(=O)c2cnn3c2NC(c2ccc(Br)cc2)CC3C(F)(F)F)cnn1C (stereo not given)
/ | 3.3% | COC(=O)c1ccccc1NC(=O)CN(c1ccccc1)S(=O)(=O)N(C)C
0% | 0.3% | CCOc1ccc(/C=C2\SC(=O)N(c3ccccc3)C2=O)cc1
-4% | -3.6% | N#CC1=C(N)Oc2ccccc2C12C(=O)Nc1n[nH]c(-c3ccccc3)c12 (stereo not given)
-1% | 0.4% | CC(O)CN(Cc1cccc(Cl)c1)CC(C)O (stereo not given)
7% | 3.0% | O=C1CCCC2=C1C(c1ccncc1)c1c(nc(SCc3ccccc3Cl)[nH]c1=O)N2 (stereo not given)
1% | -0.4% | CCOC(=O)c1sc2nc(C)n(CC(=O)NCC3CCCO3)c(=O)c2c1C (stereo not given)
/ | -3.7% | Cc1cc(N2CCOCC2)c2c(N)cc(C)c(C)c2n1
-1% | -3.4% | O=C(CCn1c(=O)c2ccccc2n(Cc2cccnc2)c1=O)NCc1ccc2c(c1)OCO2
2% | -3.3% | Cc1ccc2c(c1)C(c1ccc(F)cc1)N(C(=O)C1CC1)CC(=O)N2 (stereo not given)
2% | 1.0% | COc1cc(C2C(C(=O)c3ccco3)=C(O)C(=O)N2Cc2cccnc2)cc(OC)c1OC (stereo not given)
-1% | 0.6% | CCOC(=O)C1=C(C)NC(=S)NC1c1ccc(Cl)cc1 (stereo not given)
6% | 0.2% | O=C1NC(=S)S/C1=C/c1cc(Cl)ccc1OCc1ccccc1
-12% | -0.4% | CC(=N)C1=C(O)CC(C)(C)CC1=O
0% | 4.1% | COc1ccc(OC)c(C2/C(=C(\O)c3ccccc3)C(=O)C(=O)N2c2cccc(Cl)c2)c1 (stereo not given)
-10% | 0.8% | CCCOc1cccc(C2/C(=C(/O)c3ccncc3)C(=O)C(=O)N2CCCN(C)C)c1 (stereo not given)
-4% | 4.6% | Cc1ccc(S(=O)(=O)N2CCOCC2)cc1C(=O)OCC(=O)N1CCc2ccccc2C1
/ | 2.0% | Cc1ccc(S(=O)(=O)N2CC3(C)CN(S(=O)(=O)c4ccc(C)cc4)CC(C)(C2)C3)cc1
1% | 3.1% | COC(=O)C1=NNC2C(=O)N(c3cccc(Cl)c3C)C(=O)C12 (stereo not given)
-17% | -1.9% | OC(CN1CCOCC1)C12CC3CC(CC(C3)C1)C2 (stereo not given)

Individual results from the list.
Value for COC(=O)C1=NNC2C(=O)N(c3cccc(Cl)c3C)C(=O)C12 (stereo not given) under Hsp70 displacement: 3.1%
Value for OC(CN1CCOCC1)C12CC3CC(CC(C3)C1)C2 (stereo not given) under Hsp70 displacement: -1.9%

Other compounds
Rat MKP-3 inhibitors | Hsp70 displacement | SMILES
4% | -2.3% | CCNC(=S)NNC(=O)c1cc(-c2ccccc2)nc2ccccc12
-11% | -4.4% | Cc1ccc(C(=O)C2=C(O)C(=O)N(CCN(C)C)C2c2ccccn2)o1 (stereo not given)
1% | 3.4% | O=C(O)C(CC(=O)N1CCOCC1)NCc1ccccc1 (stereo not given)
-6% | -4.5% | O=C(c1ccc(Cn2c(=O)[nH]c3ccccc3c2=O)cc1)N1CCN(c2ccc(F)cc2)CC1
-12% | 0.1% | CCOc1ccc(NC(=O)CSc2nnc(Cn3c(=O)sc4ccccc43)n2C)cc1
-9% | 6.2% | CCc1c(C)sc(NC(=O)c2ccco2)c1C(=O)N1CCOCC1
-2% | 5.1% | CC1CCCCC1NC(=O)Cn1c(CN2CCCCC2)nc2ccccc2c1=O (stereo not given)
2% | 2.9% | COc1cccc(N2C(=O)c3ccc(C(=O)Nc4ccccc4O)cc3C2=O)c1
3% | -0.3% | CCn1nnnc1NCc1cccn1C
0% | 3.4% | CCN1CCN(C(c2ccc(OC)c(OC)c2)c2nnnn2C(C)(C)C)CC1 (stereo not given)
2% | -2.8% | COC(=O)Nc1nc2c(C)cccc2s1
-7% | 1.4% | COc1ccc(OC)c(NC(=O)CSc2nc3c(c(=O)n(C)c(=O)n3C)n2C)c1
/ | 1.5% | Cc1ccc(-c2n[nH]c(=S)n2-c2ccccc2)cc1
4% | -1.2% | Cc1nn(-c2ccccc2)c2sc(C(=O)N3CCOCC3)cc12
-2% | 7.8% | Cc1ccc(C)c(OCC(=O)Nc2ccc3c(c2)OCO3)c1C
0%&-2% | -6.4%&11% | Fc1cccc(Nc2cc(-n3cccn3)ncn2)c1
2% | 4.2% | O=C(CCCN1C(=O)c2cccc3cccc(c23)C1=O)Nc1cccc2ccccc12
1% | -0.4% | Cc1ccc(N2CCN(/N=C\c3cccc(Cl)c3Cl)CC2)cc1
6% | 1.5% | CCOC(=O)c1c(Cl)cc(Cl)c(N)c1[N+](=O)[O-]
-5% | 0.2% | COc1ccc2oc(C(=O)c3ccccc3)c(NC(=O)CN3CCN(C)CC3)c2c1
-6% | / | CCOC(=O)Nc1ccc2c(c1)N(C(=O)N(CC)CC)c1ccccc1CC2
-1% | 3.8% | O=C(COc1cccc2ccccc12)Nc1ccc2c(c1)OCO2
-10% | -1.1% | CCOc1ccccc1OCC(=O)Nc1ccc(S(=O)(=O)N(C)C)cc1
4% | 1.5% | Cc1no[n+]([O-])c1COc1ccc(/C=C2\N=C(c3ccccc3)OC2=O)cc1
/ | 2.8% | CCOc1cc(/C=N/O)cc(Cl)c1OC
/ | -1.2% | CCOc1ccc(OCC)c(S(=O)(=O)N2CCC(C)CC2)c1
-12% | 2.0% | O=C(O)Cn1c(C(F)(F)F)nc2ccccc21
/ | -2.3% | Cc1cc(=O)n2ccccc2c1C#N
-4% | 0.1% | CCOc1ccc2ccccc2c1C(=O)Nc1cc(=O)n(C)c(=O)n1C
/ | -0.8% | CCC1(CC)Cc2ccccc2-c2nc(-c3ccccc3)oc(=O)c21
-6% | 0.7% | CC(C)c1ccc(NC(=O)C2CCCN(S(=O)(=O)c3cnc[nH]3)C2)cc1 (stereo not given)
/ | 0.9% | O=C(c1ccco1)N1CCN(c2ncnc3c2nnn3Cc2ccccc2Cl)CC1
6% | 1.2% | COc1ccccc1Oc1coc2cc(O)ccc2c1=O
2% | 3.0% | CCOC(=O)Cc1csc(NC(=O)COc2c(C)cccc2C)n1
4% | -0.1% | CCOc1cccc2cc(C(=O)N3CCc4ccccc4C3)c(=O)oc12
3% | 2.9% | CS(=O)(=O)N(CC(=O)O)c1ccccc1F
-2% | 5.9% | CN(CC(=O)Nc1ccncc1)S(=O)(=O)c1ccccc1
1% | -0.3% | C=CCn1c2ccccc2n2nc(C)c(C(=O)/C=C/c3ccccc3[N+](=O)[O-])c12
-3% | 5.3% | O=S(=O)(c1cccc2nsnc12)N1CCOCC1
-9% | 2.7% | COC(=O)c1ccc(NC(=O)CSc2nnc(COc3ccccc3)n2C)cc1
-16% | -2.0% | CCN(Cc1ccccc1)Cc1c(F)cccc1F
-6% | 3.2% | CCC(=O)Nc1c2c(nn1-c1ccc(C)cc1C)CSC2
-2% | -0.5% | Cc1cc2ncn(C(=O)c3cc(-c4ccccc4)nc4ccccc34)c2cc1C
/ | -0.2% | CCOc1cccc(C(=O)Nc2nccs2)c1
-6% | 6.6% | O=C(Nc1ccc2c(c1)OCO2)C1CCN(C(=O)c2cccs2)CC1
0% | -11% | CC(=O)NC1=NC(=O)/C(=C/c2cc(Cl)ccc2OCc2c(F)cccc2Cl)S1
-12% | 1.1% | CCC(=Nc1ccc(Cc2ccncc2)cc1)c1c(O)n(C)c(=O)n(C)c1=O
1% | 7.3% | COc1ccc(C(=O)Nc2ccc3c(c2)nc2n3CCSC2)cc1
1% | -1.3% | Cc1occc1C(=O)NNC(=O)c1cccc(F)c1
-7% | -7.0% | O=C1Nc2ccccc2N=C(c2ccccc2)C1N1CCOCC1 (stereo not given)
1% | -1.7% | CCc1ccc2[nH]c(=O)c(CN(CCN(CC)CC)C(=O)NC3CCCCC3)cc2c1
-4% | 2.0% | COc1ccc(C(=O)Nc2ccc(Cl)cc2C)cc1OC
/ | -3.6% | Cc1cccc(C)c1NC(=O)C(c1ccccc1)N1CCOCC1 (stereo not given)
-5% | 9.5% | Cc1nnc2ccc(N3CCCC3)nn12
4% | -2.5% | CCOc1ccc(C(=O)Nc2c(C)cccc2C)cc1Br
-1% | -3.7% | Cc1ccc(NCc2cccnc2)cc1C

A second format for 4 compounds above.
SMILES | Rat MKP-3 inhibitors | Hsp70 displacement
Cc1occc1C(=O)NNC(=O)c1cccc(F)c1 | 1% | -1.3%
Cc1nnc2ccc(N3CCCC3)nn12 | -5% | 9.5%
CCc1ccc2[nH]c(=O)c(CN(CCN(CC)CC)C(=O)NC3CCCCC3)cc2c1 | 1% | -1.7%
Cc1ccc(NCc2cccnc2)cc1C | -1% | -3.7%

(listing goes on)
Rat MKP-3 inhibitors | Hsp70 displacement | SMILES
/ | 4.3% | CCCOC(=O)c1cc(=O)[nH]c2ccccc12
-3% | -1.8% | CC(c1ccccc1)N1CC(C(=O)N2CCN(c3ccccc3)CC2)CC1=O (stereo not given)
/ | 3.1% | O=[N+]([O-])c1cc(Cl)cc(C2=NCCN2)c1
3% | -1.8% | Cc1cc(OCC(=O)Nc2ccc(I)cc2Cl)cc(C)c1Cl
6% | -0.6% | CCCCOc1ccc(C(=O)CCNC(C(=O)O)C(C)CC)cc1 (stereo not given)
/ | -2.6% | CC(=O)N(Cc1c(C#N)c2ccccc2n1C)c1ccccc1
5% | 1.0% | O=C(CN1C(=O)/C(=C/c2ccccc2)SC1=S)NNC(=O)c1ccccc1Br
-1% | -0.9% | COc1ccc(CCNC2CC(=O)N(c3ccc(C)cc3)C2=O)cc1 (stereo not given)

Looked up by structure from above:
Rat MKP-3 inhibitors | Hsp70 displacement | SMILES
/ | 4.3% | CCCOC(=O)c1cc(=O)[nH]c2ccccc12
-3% | -1.8% | CC(c1ccccc1)N1CC(C(=O)N2CCN(c3ccccc3)CC2)CC1=O (stereo not given)
-1% | -0.9% | COc1ccc(CCNC2CC(=O)N(c3ccc(C)cc3)C2=O)cc1 (stereo not given)
3% | -1.8% | Cc1cc(OCC(=O)Nc2ccc(I)cc2Cl)cc(C)c1Cl

(list continues)
Rat MKP-3 inhibitors | Hsp70 displacement | SMILES
/ | 2.0% | Cc1cccc(-c2nnc(SCC(=O)Nc3nc4c(s3)CCCC4)n2C)c1
2% | -2.0% | COc1ccc(/C=N/NC(=O)c2[nH]c3ccc([N+](=O)[O-])cc3c2-c2ccccc2)cc1
-1% | 1.0% | Cc1ccc(S(=O)(=O)Nc2cc(Cl)ccc2Cl)c(C)c1
-2% | 2.3% | COc1ccc(OC)c(S(=O)(=O)N2c3ccccc3CC2C)c1 (stereo not given)
3% | 3.1% | O=C(COc1ccc(Cl)cc1Br)NCc1cccnc1
2% | / | O=C(NC(=S)Nc1ccc(NC(=O)c2ccc(Cl)cc2Cl)cc1)c1ccccc1
1% | -2.4% | CCn1c2ccccc2c2cc(NC(=O)Cc3ccc(OC)c(OC)c3)ccc21
-1% | 1.6% | CCn1c(C(=O)N2CCC(C(=O)NCc3cccs3)CC2)cc2sccc21

An excerpt from above in order of the Hsp70 displacement value, lowest first.
Rat MKP-3 inhibitors | Hsp70 displacement | SMILES
1% | -2.4% | CCn1c2ccccc2c2cc(NC(=O)Cc3ccc(OC)c(OC)c3)ccc21
-1% | 1.0% | Cc1ccc(S(=O)(=O)Nc2cc(Cl)ccc2Cl)c(C)c1
3% | 3.1% | O=C(COc1ccc(Cl)cc1Br)NCc1cccnc1

The results go on:
Rat MKP-3 inhibitors | Hsp70 displacement | SMILES
-5% | 2.0% | CC(=O)CC(=O)Nc1cccc([N+](=O)[O-])c1
2% | 1.0% | O=C1NCC(O)=C1C=NCCc1ccc(O)cc1
1% | 5.7% | O=C(Nc1cccc2ccccc12)c1cc(Br)ccc1Cl
0% | 11% | c1ccc(C2CC(c3ccccc3)n3ncnc3N2)cc1 (stereo not given)
-16% | -1.4% | Cc1nc2cc(S(N)(=O)=O)ccc2n1-c1ccccc1
4% | -6.4% | COC(=O)C1=C(C)N(C)C(=O)/C1=C\c1ccc2c(c1)OCO2
-8% | -4.0% | CC(=O)NC1C(=O)SC1(C)C (stereo not given)
-11% | 1.5% | CCOC(=O)N1CCC(NC(=O)C2CCCN(S(=O)(=O)c3cccc4nsnc34)C2)CC1 (stereo not given)
-15% | -6.8% | CCNc1nc(NCc2ccccc2)nc(Oc2ccc(=O)[nH]n2)n1
